From PubChem
Casp6 inh: inhibitors of human caspase-6; P55212; purified caspase-6, Z-VEID-R110 cleavage fluorescence; inhibition, % at 12.5 µM; 0.53% of 350,000 active; AID 686996;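 active = mean inhibition across replicates at least about 35%, with every replicate also reaching that limit, limit read from the data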;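 also: 0% = median of neutral control wells and 100% = no fluorescence left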
Target sequence (P55212 24-179 limits assumed): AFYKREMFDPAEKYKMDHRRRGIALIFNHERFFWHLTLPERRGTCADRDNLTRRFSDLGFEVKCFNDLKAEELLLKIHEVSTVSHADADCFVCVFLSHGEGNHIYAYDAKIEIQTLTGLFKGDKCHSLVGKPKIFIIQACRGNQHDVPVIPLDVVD
Target sequence (P55212 194-293 limits assumed): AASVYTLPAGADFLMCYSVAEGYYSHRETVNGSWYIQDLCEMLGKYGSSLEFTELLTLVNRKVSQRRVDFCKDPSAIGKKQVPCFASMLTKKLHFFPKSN
PAX8 reporter: inhibitors of PAX8 transcriptional activity in RMG-I cells; 1.2% of 360,000 active; RMG-I TPO-luciferase reporter, SteadyGlo, 24 h; AID 652154; inhibition, % at 12.6 µM;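 active = mean replicate inhibition at least 60% with every replicate also reaching 60%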;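 also: luciferase light reporting Pax8 driven TPO promoter activity; plate controls were median of neutral control wells for no effect and mitoxantrone controls for full effect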
FN deposit inh: fibronectin deposition inhibition. AH1F fibroblasts, Alexa488-fibronectin deposition fluorescence, overnight. inhibition, % at 12.6 µM. 0.086% of 350,000 active;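 active = mean inhibition across replicates of 30% or more, regardless of how many single replicates reach that level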;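 also: positive control wells lacked labelled fibronectin entirely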
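Material: AH1F fibroblasts assembling fluorescent fibronectin matrix; amount: 10000 AH1F cells/well; medium: DMEM, 2% serum; reagent: Alexa488-fibronectin, 24 nM final in well; dosing: single compound dose, delivered by pin transfer; incubation: 1 h adhesion, overnight exposure; detection: fluorescence after three HBSS washes, excitation 485 nm, emission 525 nm; measure: fibronectin deposition inhibition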
EWS-Fli inh: blocks EWS/Fli oncoprotein-driven transcription; A673 NR0B1-luciferase reporter, viability-normalised; inhibition, % at 12.6 µM; 0.67% of 350,000 active;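 active = mean inhibition of at least 50% after viability correction, with every replicate also passing that limit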;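 also: firefly luciferase signal divided by Alamar Blue viability fluorescence both relative to DMSO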
Cneo AK release: causes C. neoformans cell lysis; adenylate kinase release luminescence, 4 h; normalised: neutral wells 0, clomiphene wells 100; lysis activity, % at 15 µM; 0.2% of 360,000 active;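 active = mean lysis activity across replicates of at least 80%, whatever share of replicates individually reach that level; inactive = mean lysis activity below 80%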
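Assay system: Cryptococcus neoformans yeast cells / Dosing: single-point compound dose / Timing: 4 h at 37 °C static, read 1 h later / Measured by: luminescence of released adenylate kinase using an AK detection reagent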
LGR2 antag: inhibitors of bursicon-induced Drosophila LGR2 receptor cAMP signaling; HEK293 LGR2, CRE-luciferase, bursicon-stimulated, 4 h; inhibition, % at 9.99 µM; 0.35% of 380,000 active;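 active = drop in luminescence signal, shown as inhibition above about 50% in the replicate tests, limit read from the data, passing the limit was not always enough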;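 also: agonist challenge used bursicon conditioned medium at about half maximal strength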
PGC1a acetyl inh: lowers PGC1a acetylation signal in U2OS cells; AlphaScreen anti-acetyl-lysine; with virally co-expressed GCN5 acetyltransferase; inhibition, % at 15.6 µM; 0.17% of 350,000 active; AID 651687;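 active = every replicate shows inhibition of at least 40%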;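 also: 0% = neutral control wells and 100% = positive control wells; some results beyond the cut were filed as inactive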
miR122 inh: blocks miR-122 activity in Huh7 sensor cells; 0.3% of 340,000 active; Huh7 miR-122 Renilla luciferase sensor, 48 h; neutral wells = 0, positive control = 100; activation (reporter increase), % at 12.5 µM;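 active = mean replicate activation score at least 90 and every replicate individually at or above 90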;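 also: higher luciferase means less miR-122 activity so hits act as miR-122 inhibitors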
Numbers without * were called inactive; / = no result given; [ ] = dose if it differs, or a comment. An unsorted share of the library, and some 2.5% of all compounds hit somewhere here.

SMILES	Casp6 inh	PAX8 reporter	FN deposit inh	EWS-Fli inh	Cneo AK release	LGR2 antag	PGC1a acetyl inh	miR122 inh
CCOC(=O)C1=NN(c2ccccc2)C(c2ccccc2)CC1=O (configuration not stated)	/	5	8	/	1	/	6	-4
CCC(C)c1ccccc1N=Cc1ccc2c(c1)OCO2 (configuration not stated)	-1	11	-3	-5	-1	6	2	3
O=C(OCC#CCSc1nnc(-c2ccccc2)o1)c1cc2ccccc2o1	/	-24	5	/	0	/	-11	-2
C[C@H](CO)N1C[C@H](C)[C@H](CN(C)Cc2ccccc2)OCCCC[C@H](C)Oc2ccc(NC(=O)Cc3ccccc3)cc2C1=O	-2	-4	7	13	1	24	1	3[16.7 µM]
Cc1ccc(C2OC3=C(C(=O)CC(C)(C)C3)C(N)=C2C#N)o1 (configuration not stated)	2	-22	-8	2	/	-12	/	/
Cc1cc(NC(=O)COC(=O)CNC(=O)c2cccs2)c([N+](=O)[O-])cc1C	2	-12	0	-7	1	7	0	-3
COCC(=O)Nc1ccc2c(c1)C(=O)N(C)C[C@H](OC)[C@H](C)CN(C(C)=O)[C@H](C)CO2	5	/	3	-11	-1	-5	2	-15[16.7 µM]
O=C(O[C@@H](C(=O)O)[C@@H](OC(=O)c1ccccc1)C(=O)O)c1ccccc1	-6	/	/	-2	-2	14	-8	-7
Cc1ccc(O)c(N/C=C/C(=O)c2ccc(F)cc2)c1	-1	0	2	22	-10	-45	/	-1
C=CCN(CC=C)C(=S)NC(=O)/C=C/c1ccc(C)cc1	/	-21	-2	/	/	6	-10	-4
Cc1cccc(CC(=O)N2CCC(n3nccc3NC(=O)C3CC3)CC2)c1	-3	1	3	-7	-1	2	0	-4
O=C(Nc1c(C(=O)N2CCC(N3CCCCC3)CC2)oc2ccccc12)c1c(F)cccc1F	-12	5	-4	/	4	-3	0	-6
O=[N+]([O-])c1ccc(/C=N/N2CCN(c3ccncc3S(=O)(=O)N3CCCCC3)CC2)cc1	-1	14	/	4	/	10	/	/
CN(C)c1ccc(/C=C2/NC(=O)NC2=O)cc1	1	-58	/	-22	/	-20	/	/
COc1ccccc1NC(=O)N1CCCCN2[C@H](CO)[C@@H](c3ccc(-c4cccc(C#N)c4)cc3)[C@H]2C1	5	24	-21	5	5	-1	-13	-10[16.7 µM]
CCOc1ccc(C2c3c(oc4cc(C)c(C)cc4c3=O)C(=O)N2CCCN2CCOCC2)cc1 (configuration not stated)	6	0	-5	-2	-2	12	3	-2
COc1ccc(NC(=O)/C(=C\c2ccccc2)NC(=O)c2ccco2)cc1	1	-28	5	-6	/	3	4	2
O=C(N/N=C/c1ccccc1)C(=O)N/N=C/c1ccccc1	-1	-6	-10	0	2	-1	/	/
COc1ccc(NC(=O)CSc2nnc(CNC(=O)c3ccco3)o2)cc1	0	-11	9	-2	0	-2	/	-1
CC1CN(Cc2nc3c(c(=O)n(C)c(=O)n3C)n2Cc2ccccc2)CC(C)O1 (configuration not stated)	1	9	10	6	0	/	-2	-2
CCOC(=O)N/N=C/c1cc(C)n(-c2ccccc2)c1C	2	-55	1	-24	/	7	-10	-10
CC(C)=CCN1CCN(Cc2cnc(N3CCCC3)s2)CC1CCO (configuration not stated)	-1	-1	-8	-8	/	0	-3	/
C/C(=N\NC(=O)c1ccc2ccccc2c1)c1cccnc1	-3	/	5	-60	-5	1	-4	-8
CCN(CC)c1ncnc2c1ncn2[C@H]1CN(Cc2ccccc2)C[C@@H](CO)O1	0	2	-3	8	1	1	11	2
CCOc1ccccc1-c1cncc(NC)n1	0	-18	12	-10	0	-11	5	-3

Next part
SMILES	Casp6 inh	PAX8 reporter	FN deposit inh	EWS-Fli inh	Cneo AK release	LGR2 antag	PGC1a acetyl inh	miR122 inh
COc1ccc(CN2C[C@@H](C)[C@@H](OC)CN(C)C(=O)c3cc(NC(C)=O)ccc3OC[C@@H]2C)cc1	/	/	0	5	2	1	0	-14[16.7 µM]
O=Cc1c(NCCc2ccc(F)cc2)c2ccccc2[nH]c1=O	6	2	4	4	0	14	-16	4
c1ccc(SCCN2CCc3ccccc3C2)cc1	/	-13	6	/	0	-26	8	-4
Cn1c(Nc2ccc(F)cc2)nc2cc(-c3ccsc3)sc2c1=O	1	-4	-3	-11	-1	-5	-29	19
Cc1cc2ncn(C3CC(=O)N(Cc4ccc(N5CCCC5=O)cc4)C3=O)c2cc1C (configuration not stated)	0	1	-1	2	5	7	/	/
O=[N+]([O-])c1ccc2[nH]cc(S(=O)(=O)N3CCN(c4cccc(Cl)c4)CC3)c2c1	-2	20	3	/	0	-1	-17	15
COc1ccc(CCNC(=O)COC(=O)CCC(=O)c2ccc(F)cc2)cc1OC	1	13	3	5	/	-3	/	/
O=[N+]([O-])c1ccc(O)c(/C=N/Nc2nc3ccccc3[nH]2)c1	8	27	11	-12	/	-33	/	/
CCC(=O)Nc1ccc(S(=O)(=O)Nc2c(NC)c3ccccc3oc2=O)cc1	-2	4	2	/	-1	15	/	0
O=C(COc1ccccc1)Nc1nnc(S(=O)(=O)N2CCCCCC2)s1	0	-25	-7	8	-1	4	-3	2
O=[N+]([O-])c1cc(C(F)(F)F)cc([N+](=O)[O-])c1NCCCN1CCOCC1	-1	6	3	5	/	11	0	/
O=c1[nH]nc2n1CCCCC2	/	/	/	/	-1	8	3	-1
CCNC(=O)[C@H]1[C@H](CO)[C@H]2Cn3c(ccc(-c4cccc(F)c4)c3=O)[C@H]2N1Cc1nccs1	0	3	/	-7	0	2	-5	6[16.7 µM]
CC(=O)c1c(C)[nH]c(C(=O)COC(=O)c2cc(C)oc2C)c1C	9	17	0	-2	-3	-1	-5	-13
COc1cc(NC(=O)CSc2nnc3ccc(-c4ccncc4)nn23)cc(OC)c1	2	18	9	8	/	-12	0	-1
C[C@@H]1CN([C@@H](C)CO)C(=O)c2cc(NC(=O)CCC(F)(F)F)ccc2O[C@@H]1CN(C)CC1CCCCC1	-1	5	-6	-13	9	-19	2	4[16.7 µM]
C[C@H](CO)N1C[C@H](C)[C@H](CN(C)Cc2ccc(C(F)(F)F)cc2)OCCCC[C@H](C)Oc2ccc(NC(=O)Nc3ccc(C(F)(F)F)cc3)cc2C1=O	/	15	-6	-5	8	4	-19	-2[16.7 µM]
NS(=O)(=O)c1ccc(CCNC(=O)c2ccc(Cl)c(S(=O)(=O)N3CCCCCC3)c2)cc1	7	30	-2	28	-1	19	/	/
CN(C)CCCN(C(=O)c1ccc(S(=O)(=O)N2CCCCCC2)cc1)c1nc2ccc(Br)cc2s1	-2	20	4	/	4	-9	-16	1
COc1ccc(NC(=O)C[C@H]2C(=O)N(CCc3ccccc3)C[C@@H]2C)cc1	-3	4	-3	2	/	-25	-3	4
CCCNC(=O)C[C@H]1C[C@@H]2c3cc(NC(=O)NC4CCCC4)ccc3O[C@@H]2[C@H](CO)O1	-3	-6	-6	5	-3	-7	3	0[16.7 µM]
COc1cccc(/C=C2\C(=O)N(c3cccc(C)c3)C(=O)c3ccccc32)c1	-2	13	-2	-2	/	1	/	/
CCS(=O)(=O)N1CCC(C(=O)Nc2cccc(F)c2)CC1	-1	-4	7	10	0	2	-10	0
Cc1ccc(S(=O)(=O)c2nc(S(C)(=O)=O)sc2N2CCCC2)cc1	-2	-4	13	-3	0	-1	-11	5
COc1ccccc1-c1cc(N)n(S(=O)(=O)c2cccc3nsnc23)n1	1	15	0	14	-1	18	6	3

A section of the results above:
SMILES	Casp6 inh	PAX8 reporter	FN deposit inh	EWS-Fli inh	Cneo AK release	LGR2 antag	PGC1a acetyl inh	miR122 inh
CCOC(=O)C1=NN(c2ccccc2)C(c2ccccc2)CC1=O (configuration not stated)	/	5	8	/	1	/	6	-4
CCC(C)c1ccccc1N=Cc1ccc2c(c1)OCO2 (configuration not stated)	-1	11	-3	-5	-1	6	2	3
O=C(OCC#CCSc1nnc(-c2ccccc2)o1)c1cc2ccccc2o1	/	-24	5	/	0	/	-11	-2
C[C@H](CO)N1C[C@H](C)[C@H](CN(C)Cc2ccccc2)OCCCC[C@H](C)Oc2ccc(NC(=O)Cc3ccccc3)cc2C1=O	-2	-4	7	13	1	24	1	3[16.7 µM]
Cc1ccc(C2OC3=C(C(=O)CC(C)(C)C3)C(N)=C2C#N)o1 (configuration not stated)	2	-22	-8	2	/	-12	/	/
Cc1cc(NC(=O)COC(=O)CNC(=O)c2cccs2)c([N+](=O)[O-])cc1C	2	-12	0	-7	1	7	0	-3
COCC(=O)Nc1ccc2c(c1)C(=O)N(C)C[C@H](OC)[C@H](C)CN(C(C)=O)[C@H](C)CO2	5	/	3	-11	-1	-5	2	-15[16.7 µM]

(cont.)
SMILES	Casp6 inh	PAX8 reporter	FN deposit inh	EWS-Fli inh	Cneo AK release	LGR2 antag	PGC1a acetyl inh	miR122 inh
CSc1nnc(CNS(=O)(=O)c2ccc(Cl)cc2)n1C	0	-18	/	3	/	-4	/	/
Oc1ccc(-c2n[nH]c(=S)n2-c2ccc3c(c2)OCCO3)c(O)c1	/	-21	1	/	-4	22	/	14
Cc1cc(O)cc(=O)n1CCc1ccccc1	-3	0	-4	5	-1	8	34	-6
C[C@@H]1CCCCO[C@H](CN(C)C(=O)c2ccncc2)[C@@H](C)CN([C@@H](C)CO)C(=O)c2cc(NC(=O)NC3CCCCC3)ccc2O1	/	-3	/	-9	-4	-7	5	16[16.7 µM]
O=C(c1ccco1)N1CCN(Cc2c(F)cccc2Cl)CC1	4	-43	1	-56	1	-13	11	0
COc1ccc(C(=O)NCCS(=O)(=O)N2CCc3ccccc3C2)c(OC)c1	1	-6	-15	2	-4	-6	/	/
CCCC(=O)C1=C(O)C(C(=O)OC)C(C)(C)CC1=Nc1cccc([N+](=O)[O-])c1 (configuration not stated)	-1	15	-1	17	-20	-1	14	-5
CCOC(=O)CN1C(=O)C(C)(C)Oc2ccc(C(=O)NC(C)(C)CC)cc21	/	/	-17	/	-1	/	6	-12
O=C(CCn1[nH]c(=O)c2ccccc2c1=O)NCCO	3	/	/	-4	-3	2	3	1
NNc1nc2c(-c3ccc(F)cc3)nnn2c2ccccc12	-3	-60	3	-10	0	-52	2	30
COc1ccccc1OCC(=O)Nc1sc2c(c1C(N)=O)CCC2	29	-122	-2	-195	-3	-45	1	-5
NS(=O)(=O)c1ccc(CCNC(=O)c2cccc([N+](=O)[O-])c2)cc1	-1	10	-4	1	/	-14	-2	-3
NCCCC(=O)N1c2ccccc2Sc2ccccc21	4	6	3	1	4	3	-1	1
OC[C@H]1[C@H](c2ccc(C#CC3(O)CCCC3)cc2)[C@H]2CN(Cc3cccnc3)CCCCN21	/	-7	/	-8	1	30	1	-1[16.7 µM]
COc1cc(CSC)nc(-c2ccccc2)n1	-1	8	5	4	-11	/	/	-16
Cc1csc(NC(=O)c2cccn2C)n1	/	/	/	/	-3	-34	-5	-2
COC(=O)C(NS(=O)(=O)c1ccccc1Br)C(C)C (configuration not stated)	0	-10	-12	-8	-1	0	3	1
COc1cccc2cc(C(=O)CS(=O)(=O)c3ccc(Cl)cc3)c(=O)oc12	3	-12	11	-18	1	3	-4	-3
Cc1cccc(-n2nnnc2SCC(=O)NC2CCCC2)c1	3	-2	-2	2	/	-1	6	1
CCn1cc(CN2CCC(C(=O)Nc3cccc(-c4cccc(OC)c4)c3)CC2)cn1	-2	9	/	2	1	-14	2	2
O=C(Nc1ccnn1C1CCN(Cc2ccccc2OC(F)F)CC1)c1cccc(F)c1	-2	6	-24	3	2	-8	1	-4
Cc1noc(C)c1S(=O)(=O)Nc1ccc2c(c1)CC(=O)N([C@@H](C)CO)C[C@@H](C)[C@H](CN(C)Cc1ccc(C(=O)O)cc1)O2	-1	-34	/	-7	1	-6	4	-3[16.7 µM]
CC(OC(=O)c1cc(Br)ccc1O)C(=O)NC1(C#N)CCCCC1 (configuration not stated)	3	2	2	-2	5	15	-2	0
